KDM5B inh: KDM5B demethylase inhibition; Q9UGL1; KDM5B demethylase, FDH-coupled NADH fluorescence (FDH is formaldehyde dehydrogenase); Potency, µM (doses to about 57.7 µM), for inactives: at the highest dose activity change, negative = inhibition, most hits filed as inhibitors; 2.6% of 220,000 active; AID 1347165; active = well fitted inhibition curve with a large enough effect; inconclusive = small, poorly fitted or top-dose-only effect; inactive = no such curve, though single readings can be large or run the other way; note: 0% is about no effect; nearly all actives have a fitted effect of over 70% in size
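Coupled FDH/NAD⁺ fluorescence readout. KDM5BΔAP 200 nM final; compound titration, 10 min RT preincubation; substrate mix 12.5 µM H3K4me3, 25 µM 2-OG, 50 µM Fe(II), 100 µM ascorbate, 0.25 mM NAD⁺, 0.25 U/mL FDH; ΔRFU over 30 min.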
* = called active by the depositor; ? = inconclusive; [ ] = remark or other dose. Potency is the fitted concentration of half-maximal effect. This is a subset; the hit share may differ from the screen's.

SMILES	KDM5B inh
COc1cc(OC(F)(F)F)ccc1C(=O)N1CCC2CC(=O)NCCC2C1 (stereo not drawn)	0.1%[115 µM]
Cc1ccc(Cc2nc3ccccc3nc2SCC(=O)NCc2ccc(F)cc2)cc1	-20.3%
Cc1ccc(NC(=O)N2CCC(n3cnnc3C3CC3)C2)cc1Cl (stereo not drawn)	10.6%
Cc1ccc(-c2csc(-c3ccccc3)n2)cc1C	-0.2%
COc1ccc(S(=O)(=O)N2N=C(c3cccc(NS(C)(=O)=O)c3)CC2c2ccccc2C)cc1 (stereo not drawn)	-11.9%
O=C1CC(c2ccccc2)N(C(=O)CNC(=O)c2ccsc2)CCCCCN1 (stereo not drawn)	-3.8%
COCCn1nc2n(c1=O)CCN(Cc1scnc1C)CC2	5.1%
COc1ccccc1-c1nc(C#N)c(NCCN2CCOCC2)o1	?
Cc1ccc(S(=O)(=O)CC(=O)c2ccc(F)cc2)cc1C	7.3%
CCCNC(=O)N1CCCC2(CCC(=O)N(CCc3cnc[nH]3)C2)C1 (stereo not drawn)	-1.2%
COc1cccc(CN2CCCC3(CNc4ccccc4[S+](=O)([O-])N3)C2)c1 (stereo not drawn)	-2.4%
COc1ccc(-c2cn3nc(N4CCC(C(=O)Nc5ccc(Cl)cc5C)CC4)sc3n2)cc1	-26.0%
Cn1cccc1C(=O)N1CCC2(CCC(=O)N(CC3CCCO3)C2)CC1 (stereo not drawn)	-15.1%
CCOc1ccccc1NC(=O)Cn1c(=O)n(Cc2nc(C)no2)c(=O)c2ccccc21	-14.2%
Cc1ncoc1C(=O)N1CCCC1C(=O)Nc1cccc(-c2ccc(F)cc2)c1 (stereo not drawn)	19.4%
O=[S+]1([O-])NC2(CCN(Cc3ccncc3)CC2)COc2ccccc21	?
COc1ccc(CN(C)Cc2cc(=O)oc3c(C)c(C)ccc23)cc1	-11.0%
CC(Oc1ccc2ccc(=O)oc2c1)C(=O)Nc1ccc(F)c(F)c1 (stereo not drawn)	27.1%
COc1ccc(/C=C/C(=O)NC2CC2)cc1	7.8%
COc1ccc(C(=O)N[C@@H]2CN(C)C[C@H]2CN(C)C)cc1OC	?
Cc1ccc(C)c(-c2cc(C(=O)NC3CCCC3)c3cc(Br)ccc3n2)c1	-23.1%
O=Cc1c(-c2ccc(Cl)cc2Cl)[nH]c2ccccc12	-18.2%
O=C(Nc1ccc(Br)cc1F)c1ccc2nc(N3CCCCC3)sc2c1	-10.7%
O=C(NCc1ccccn1)c1ccc2c(c1)CC(=O)N2Cc1ccc(F)cc1	-7.1%
COCCn1c(CCC(=O)Nc2cc(C)ccc2C)nc2cccnc21	-8.0%
CC(=O)Nc1ccc(S(=O)(=O)N(C)CC(=O)OC(C)C(=O)N(C)Cc2ccccc2)cc1 (stereo not drawn)	15.4%
CCN(Cc1ccc(Cl)s1)C(=O)Cn1nnc(-c2cccc(C(F)(F)F)c2)n1	-1.6%
Cc1ccc(NC(=O)N2CCN(C3=Nc4ccccc4Oc4ccccc43)CC2)c(Cl)c1	18.1%
CCn1c(SCc2ccccc2Cl)nnc1-c1ccccn1	-0.7%
NC(=O)CSc1nnc(-c2ccccn2)n1N	9.7%
O=C(Oc1ccc2c(c1)O/C(=C\c1cccs1)C2=O)c1ccco1	1.6%
O=C(CSc1ccc2ccccc2n1)N(C1CC1)C1CCS(=O)(=O)C1 (stereo not drawn)	1.2%
Cc1cnc(CC2CCCN(C(=O)NC(C)(C)C)C2)n1Cc1ccc(F)cc1 (stereo not drawn)	35.6%
Cc1nn2c(c1-c1ccccc1C(C)C)N(C(=O)Cc1ccc(O)cc1)CCC2	1.0%[86.2 µM]
Cc1ccc(NC(=O)Cc2coc3ccc(C(C)C)cc23)c(C)c1	19.3%
COc1cccc(-c2noc3c2CN(C(=O)c2ccc(C)cc2OC)CC3)c1	-23.9%
O=C(/C=C/N(C1CCCCC1)C1CCCCC1)C(F)(F)F	-17.7%
COc1ccc(-c2cc(-c3ccc(OC)c(OC)c3)cn3cncc23)cc1	?
CCc1ccc(NCc2cc3cc4c(cc3n(CC(=O)Nc3ccccc3Cl)c2=O)OCO4)cc1	?
O=C(c1ccc(C(F)(F)F)cc1)N1CCC2(CC1)CC(c1cccc(C(F)(F)F)c1)=NO2	-1.3%
O=C(NCc1cccs1)c1csc(N2CCN(c3ccccc3F)CC2)n1	-2.7%
CCOC(=O)c1cnc2c(Cl)cccc2c1Nc1ccccc1OC	13.7%
COc1ccc(N2CC(C(=O)Nc3ccc([N+](=O)[O-])cc3Br)CC2=O)cc1 (stereo not drawn)	-13.5%
CCCn1cnc2c1CN(S(=O)(=O)Cc1ccccc1)[C@H](C(=O)OC)C2	39.8µM*
Cc1cnc(C(=O)NC2CCc3nn(CC4CC4)c(=O)n3CC2)cn1 (stereo not drawn)	-6.3%
CC(C)N1CCN(Cc2ccc3nsnc3c2)CC1CCO (stereo not drawn)	20.0%
CN1C(=O)c2ccc(NC(=O)C(F)(F)C(F)(F)C(F)(F)F)cc2C1=O	-3.4%
Cc1cc(C)c(/C=N/NC(=O)c2csc3ccccc23)c(C)c1	25.0%
S=C(NCCSc1ccc(Cl)cc1)Nc1ccc(Nc2ccccc2)cc1	-27.8%
CC(Sc1nc2ccc(F)cc2c(=O)[nH]1)C(=O)NC1CCCC1 (stereo not drawn)	19.4%
The listing continues:
SMILES	KDM5B inh
COCCNC(=O)C(NC(=O)CC(C)C)C1CCN(C(=O)c2ccc3c(c2)OCO3)CC1 (stereo not drawn)	14.2%
CCOCCn1c(=O)n(C(CC)C(=O)NC(C)(C)C)c2cc(C(=O)O)cnc21 (stereo not drawn)	-16.9%
O=C1CO[C@H]2CCN(Cc3cccc(OC(F)(F)F)c3)CC[C@@H]2N1Cc1ccccc1	-18.5%
COc1ccccc1N1CCN(CCCNC(=O)c2cnn(-c3ccccc3)c2C2CCN(C(=O)OC(C)(C)C)CC2)CC1	?
Cc1ccc(NC(=O)c2ccc3c(c2)NC(=O)CS3)cc1C	-5.8%
COc1ccc(NC(=O)c2cc3c(N(C)Cc4ccccc4)nc(C)cn3n2)cc1	31.6µM*
Cc1ccccc1Nc1c(-c2c(F)cccc2Cl)nc2ccc(Br)cn12	11.3%
Cc1ccc(C(=O)N2C[C@@H](Oc3cccnc3)C[C@H]2C(=O)N2CCOCC2)s1	-16.4%
CCOc1ccc(C(=O)OCC(=O)N2CC(C)OC(C)C2)cc1OCC (stereo not drawn)	24.7%
Cc1ccc(CNC(=O)Cc2c(C(=O)O)c(C)cn2C)cc1	0.1%

Reprinted at random: 3 entries already listed, in no set order.
SMILES	KDM5B inh
COc1ccccc1N1CCN(CCCNC(=O)c2cnn(-c3ccccc3)c2C2CCN(C(=O)OC(C)(C)C)CC2)CC1	?
Cc1ccc(NC(=O)c2ccc3c(c2)NC(=O)CS3)cc1C	-5.8%
CCOCCn1c(=O)n(C(CC)C(=O)NC(C)(C)C)c2cc(C(=O)O)cnc21 (stereo not drawn)	-16.9%

Continuation:
SMILES	KDM5B inh
Cc1noc(CN2CCN(c3nc(N)nc4c3CCC4)CC(O)C2)n1 (stereo not drawn)	-2.4%
CCO[C@H]1CN(C(=O)c2cc3ccc(OC)cc3n2C)C[C@@H]1O	-1.6%
COc1cccc(C(=O)N(Cc2ccc(N(C)C)cc2)Cc2ccco2)c1	-13.1%
CCCNC(=O)N1CCC(N2CC3CC(C2)[C@H]2CCCC(=O)N2C3)CC1 (stereo partly drawn)	?
CCN(Cc1cn(Cc2ccc(C)cc2)nn1)S(=O)(=O)c1ccccc1Br	21.3%
COc1ccc(C2C(C#N)=C(SCC(=O)Nc3cccc(F)c3)NC3=C2C(=O)CC(C)(C)C3)cc1 (stereo not drawn)	?
COc1ccc(-c2noc(-c3cccn(CC(=O)Nc4cc(C)cc(C)c4)c3=O)n2)cc1OC	-24.4%
CCn1c(SCc2ccccc2Cl)nc(=O)c2c(C(=O)OC)cc(C3CC3)nc21	?
CC(C(=O)c1ccc(Cl)cc1)C1(O)C(=O)Nc2ccccc21 (stereo not drawn)	0.9%
CCc1ccc2oc(C(=O)NCC(c3ccc(C)o3)N3CCC(C)CC3)cc(=O)c2c1 (stereo not drawn)	-13.8%
Cc1ccc2cccc(NC(=O)COc3ccccc3Cl)c2n1	-36.1%
Cc1ccc(C2(O)CCN(C(=O)c3ccccc3-c3nn[nH]n3)CC2)nc1	-17.5%
Cc1nc2ccccc2c(C)c1CC(=O)NCc1ccco1	6.5%
O=c1[nH]c(-c2ccccc2)nc(-c2ccccc2)c1Cl	-24.6%
O=C1C2=C(CCCC2)C(=O)N1CNc1ccccc1	56.5%[activator]
CCOc1ccc(CNC(=O)CS(=O)(=O)Cc2nc(-c3ccccc3C)oc2C)cc1	74.4%[activator]
O=C(Nc1ccccc1)Nc1cccc(-c2nnc(Cc3ccc4c(c3)OCO4)o2)c1	-4.5%
Cn1nc(-c2ccccc2)cc1NC(=O)c1cccs1	-13.1%
CC(=O)N1C[C@@H]2CCCN3CCC[C@@H]([C@H]23)[C@H]1CCCC(=O)N1CCNC(=O)C1	-9.3%
O=C(NCc1ccnc2[nH]ccc12)c1cccc2[nH]ccc12	?
Cc1nc(C2CCN(C(=O)[C@@H](N)[C@@H](C)O)CC2)cc(N2CCOCC2)n1	3.8%
Cc1ccc(NC(=O)c2ccc(F)cc2Cl)nc1	-6.6%
O=C(c1ccco1)N1CCC(C(=O)N2CCN(C(=O)C3CC3)CC2)CC1	0.1%
CCNC(=O)[C@@H]1C[C@H](N)CN1S(=O)(=O)c1ccc2ccccc2c1	-7.0%
Cc1ccc(-c2cc(C(F)(F)F)n3nc(C(=O)Nc4ccc(Cl)c(C(F)(F)F)c4)cc3n2)cc1	-10.6%
CCCCC(=O)OC1=C(C(=O)c2ccccc2)N(C)S(=O)(=O)c2ccccc21	?
Cc1cccc(C(=O)Nc2ccc3nc(SCC(=O)N4CCCC4)sc3c2)c1	?
Cc1csc(NC(=O)CN2C(=O)c3ccccc3C2=O)c1C(N)=O	21.1%
CC(C)c1ccc(C#N)c(N2CC[C@H](N3CCOCC3)[C@H](CCCO)C2)n1	28.2µM*
Nc1c(C(=O)CSc2ccc3ccccc3n2)c(=O)[nH]c(=O)n1C1CC1	6.6%
Cc1cc(NC(=O)c2nn(C)c(C)c2Br)no1	7.3%
O=C(NC1CCCCC1)c1cnn2c(C(F)(F)F)cc(-c3ccco3)nc12	?
COc1ccc(N2C(=O)C3(CCCCC3)C2C(=O)N2CCN(c3ccccn3)CC2)cc1 (stereo not drawn)	?
NCCC(=O)N1CCC2(CC1)CN(C(=O)Cc1ccc(Cl)cc1)CCO2	5.2%[115 µM]
Cc1[nH]c2c(Cl)cccc2c1C	9.9%
O=C(NC1CCN(c2cc(-c3ccccc3)[nH]n2)CC1)C1CCCCC1	?
COc1ccccc1-c1cc(-c2ccsc2)c2onc(C)c2n1	28.2µM*
COc1ccc(-c2noc(Cn3cc(S(=O)(=O)N4CCCC4)ccc3=O)n2)cc1	25.5%
CC(C)Cc1nc(NCCN2CCOCC2)c(C#N)c2c1CCCC2	-7.9%
O=C([C@H]1C[C@H](Oc2ccccc2)CN1C(=O)NCc1ccc(F)cc1)N1CCOCC1	2.5%
CCOCCn1c(=O)c2c(nc(-n3nc(C)cc3C)n2CC)n(C)c1=O	-2.1%
O=C(Nc1ccccc1Cl)N1CCC(n2cc(C3CCCC3)nn2)CC1	-25.9%
CC(C)(C)c1nc2cc(NC(=O)c3ccc[nH]c3=O)ccc2o1	9.2%
Cc1ccc(C(=O)N2CCC3(CC2)NC(=O)N(c2ccccc2Cl)N3)c(C)c1	-30.8%
Cc1nn(C)c(C)c1NC(=O)c1c(Br)cnn1C	10.1%
CC1CCc2noc(NC(=O)COc3ccc(C(C)(C)C)cc3)c2C1 (stereo not drawn)	-29.8%
c1ccc(CO[C@H]2COCCN(c3nc4ccccc4o3)C2)cc1	-10.8%[86.2 µM]
Cc1ccc(Cl)cc1N1CCN(C(=O)CCCn2c(=O)[nH]c3ccc(Br)cc3c2=O)CC1	?
COc1cccc(C(=O)NCCC2CCN(C(=O)Nc3cccc(F)c3)CC2)c1	-14.9%
CN1CC(=O)N(C2CCCNCC2)Cc2c1ncnc2N1CCN(c2ccccn2)CC1 (stereo not drawn)	79.4µM*

An excerpt from above in order of their number in KDM5B inh, ascending:
SMILES	KDM5B inh
Cc1ccc(C(=O)N2CCC3(CC2)NC(=O)N(c2ccccc2Cl)N3)c(C)c1	-30.8%
CC1CCc2noc(NC(=O)COc3ccc(C(C)(C)C)cc3)c2C1 (stereo not drawn)	-29.8%
O=C(Nc1ccccc1Cl)N1CCC(n2cc(C3CCCC3)nn2)CC1	-25.9%
COc1cccc(C(=O)NCCC2CCN(C(=O)Nc3cccc(F)c3)CC2)c1	-14.9%
CCOCCn1c(=O)c2c(nc(-n3nc(C)cc3C)n2CC)n(C)c1=O	-2.1%
CC(C)(C)c1nc2cc(NC(=O)c3ccc[nH]c3=O)ccc2o1	9.2%
Cc1nn(C)c(C)c1NC(=O)c1c(Br)cnn1C	10.1%

The results go on:
SMILES	KDM5B inh
COc1ccc(N2CC(c3noc(-c4cc(F)ccc4F)n3)CC2=O)cc1 (stereo not drawn)	-7.0%
Cc1ccc(CNC(=O)c2cc(-c3ccc(C)o3)nc3ccccc23)cc1	?
O=C(CSc1n[nH]c(-c2cc(Cl)ccc2Cl)n1)N1CCCC1	13.9%
Cc1cccc(NC(=O)N(C)C(c2ccc(Cl)cc2)c2nccn2C)c1 (stereo not drawn)	-0.4%
O=[S+]1([O-])NCC2(CCN(Cc3ccccc3)C2)Nc2ccccc21 (stereo not drawn)	-11.8%
O=C(NCC(c1ccccc1)c1c[nH]c2ccccc12)c1ccccc1 (stereo not drawn)	-20.0%
CCOc1ccccc1CNC(=O)c1cc2n(n1)CCCN(Cc1ccc(C)cc1)C2=O	-0.4%
CCCC(=O)N1Cc2ccccc2CC2(CCN(C)C2)C1 (stereo not drawn)	-22.3%[149 µM]
O=C(Nc1cccc(-c2nnc3n2CCCC3)c1)c1ccco1	13.0%
